Screening data from PubChem BioAssay.
OXTR ag: activates the human oxytocin receptor; 320,000 tested, 0.32% active; P30559; CHO-OTR cells, Fluo-8 calcium fluorescence; normalized: DMSO 0%, oxytocin 100%; activation, % at 3 µM;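 active = activation above the mean of all tested compounds plus 3 SD, cutoff set per screening run, cut at about 20% in these data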;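 note: peak over basal fluorescence ratio from a 100 s FLIPR kinetic read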
CHO parental Ca: counter-screen for OX1R antagonists: effect in parental CHO cells | parental CHO-K1, ATP-induced calcium, Fluo-8 fluorescence | inhibition, % at 5.6 µM | 330,000 tested, 0.63% active | AID 463079;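 active = inhibition above that plate's mean sample inhibition plus 3 SD, cut at about 26% in these data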;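 note: 0% = ATP-challenged DMSO wells and 100% = DMSO wells without ATP; some compounds past the cut are filed as inactive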
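Test system: parental CHO cells; detection: calcium-sensitive Fluo-8 fluorescence; evaluation: percent inhibition of calcium signal; also added: ATP as calcium-mobilizing challenge; repeats: one well per compound; control set: ATP-challenged DMSO wells low, unchallenged DMSO wells high; compound: single nominal dose of 5.6 µM per compound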
V1R ag counter: V1a receptor agonism, counter-screen for OXTR agonists. P37288. CHO-V1R cells, Fluo-8 calcium fluorescence, agonist mode; 0% DMSO, 100% 3 nM vasopressin. activation, % at 3 µM. 320,000 tested, 0.25% active. AID 2797;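 active = activation above the mean activation of all tested compounds plus 3 SD, per screening run, cut at about 20% in these data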;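 note: signal is peak over basal fluorescence ratio across a 100 second FLIPR read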
Target sequence (P37288 whole entry, looked up): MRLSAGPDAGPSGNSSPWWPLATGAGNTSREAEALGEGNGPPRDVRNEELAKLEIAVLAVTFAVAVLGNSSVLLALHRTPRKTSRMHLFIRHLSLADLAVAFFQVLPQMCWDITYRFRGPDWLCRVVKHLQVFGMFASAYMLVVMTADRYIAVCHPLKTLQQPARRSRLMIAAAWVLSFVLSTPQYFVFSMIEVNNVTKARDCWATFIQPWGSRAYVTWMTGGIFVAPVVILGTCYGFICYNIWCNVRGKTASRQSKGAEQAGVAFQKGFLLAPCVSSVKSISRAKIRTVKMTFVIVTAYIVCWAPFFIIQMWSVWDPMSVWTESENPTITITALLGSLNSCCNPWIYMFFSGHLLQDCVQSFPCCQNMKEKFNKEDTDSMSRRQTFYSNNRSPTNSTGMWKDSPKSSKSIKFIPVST
TAAR1 antag: human TAAR1 antagonism; Q96RJ0; inhibition, % at 3 µM; CHO RD-HGA16 TAAR1, Fluo-8 calcium fluorescence, antagonist; 360,000 tested, 1.5% active;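 active = inhibition above a per-plate cutoff, the mean inhibition of test compounds on that plate plus 3 SD, cut at about 49% in these data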;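 note: 0% = DMSO plus EC80 beta-PEA response and 100% = DMSO alone without agonist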
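System: RD-HGA16 CHO cells with stable hTAAR1 and Gα16 | Probe or stimulus: EC80 β-phenethylamine stimulus | Dosing: 3 µM, single point | Times: Dye loading 75 min at 37 °C, then 30 min room temperature | Measured by: Fluo-8 calcium-sensitive fluorescence | Read-out basis: % inhibition of agonist calcium response | Replicates: n of 1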
M1 PAM: positive allosteric modulators of human M1 muscarinic receptor. P11229. CHO-K1 hM1, Fluo-8 calcium fluorescence, ACh EC20; 0% = ACh EC20, 100% = maximal ACh. activation, % at 3 µM. 360,000 tested, 0.088% active. AID 588819; in the data active = activation above about 19%, passing the limit was not always enough
Target sequence (P11229 whole entry, looked up): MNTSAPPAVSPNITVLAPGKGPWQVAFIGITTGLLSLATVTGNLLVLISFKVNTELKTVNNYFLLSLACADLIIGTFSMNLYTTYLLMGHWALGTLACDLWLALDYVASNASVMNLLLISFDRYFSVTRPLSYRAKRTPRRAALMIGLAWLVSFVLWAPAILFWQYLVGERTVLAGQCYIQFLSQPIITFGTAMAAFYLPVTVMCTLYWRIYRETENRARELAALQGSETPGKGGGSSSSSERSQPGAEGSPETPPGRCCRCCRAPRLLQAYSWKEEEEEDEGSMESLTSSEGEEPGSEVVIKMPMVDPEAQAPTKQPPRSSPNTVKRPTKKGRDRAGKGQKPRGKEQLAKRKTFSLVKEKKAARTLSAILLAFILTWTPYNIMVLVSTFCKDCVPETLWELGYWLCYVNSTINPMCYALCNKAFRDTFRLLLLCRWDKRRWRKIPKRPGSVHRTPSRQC
CHRM1 antagonist: blocks human M1 muscarinic receptor; AID 588852; P11229; CHO-K1 hM1, Fluo-8 calcium fluorescence, ACh EC80 antagonist; inhibition, % at 3 µM; 360,000 tested, 1.3% active;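 active = percent inhibition above its own plate's cutoff, namely the mean of that plate's compound wells plus 3 SD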;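 note: peak over basal fluorescence ratio during 140 s after agonist addition; 0% = ACh EC80 plus DMSO and 100% = DMSO alone without agonist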
M1 ag: agonists of human M1 muscarinic receptor; 360,000 tested, 0.33% active; activation, % at 3 µM; CHO-K1 hM1, Fluo-8 calcium fluorescence, agonist mode; 0% DMSO, 100% acetylcholine EC100; P11229;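 active = activation above the run's mean compound activation plus 3 SD, cut at about 16% in these data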;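 note: peak over basal fluorescence ratio within a 140 s kinetic read after compound addition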
TAAR1 agonist: human TAAR1 agonism; 360,000 tested, 0.99% active; activation, % at 3 µM; CHO RD-HGA16 TAAR1, Fluo-8 calcium fluorescence; vehicle wells 0%, saturating PEA agonist 100%;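 active = activation above the mean activation of all test compounds in the run plus 3 SD, cut at about 38% in these data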
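Assay system – CHO-derived RD-HGA16 cells with stable Gα16 and human TAAR1 · Compound dosing – one-point dosing at 3 µM (nominal) · Incubation – 17-24 h seeding, 75 min 37 °C dye, 30 min RT · Measured by – kinetic Fluo-8 calcium fluorescence · Control set – DMSO vehicle as 0%, PEA at EC100 as 100% · Repeats – single well for each compound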
OXTR potentiate: potentiates the human oxytocin receptor response; CHO-OTR cells, Fluo-8 calcium fluorescence, potentiator mode; 0% = oxytocin EC15, 100% = EC100; 320,000 tested, 0.061% active; P30559; activation, % at 3 µM;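 active = activation above that plate's cutoff, the mean activation of tested compounds plus 3 SD, cut at about 6.6% in these data, passing the limit was not always enough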;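 note: 100% uses oxytocin at 75 nM as the full agonist control; some results filed as inactive read as strong as hits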
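Assay system: CHO cell line stably expressing human OTR | Also added: Oxytocin at about EC15, sub-maximal agonist stimulus | Times: Compound 6 min at room temperature before oxytocin, 100 s read | Measured by: Fluo-8 intracellular calcium fluorescence, ex 470-495, em 515-575 nm | Controls: EC15 oxytocin alone as 0%, 75 nM oxytocin as 100%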
Numbers without * were called inactive; nt = no result given. An unsorted share of the library. Share with any hit: about 3.7%.

1: Brc1cc(Cc2nnc(-c3ccccc3)o2)c(Br)s1
2: O=[N+]([O-])/C(Cl)=C(/NCCO)C(Cl)=C(Cl)Cl
3: O=C(NCc1ccc2c(c1)OCO2)C(=S)N1CCOCC1
4: Nc1c(Cl)cc(C2=NCCn3nc4cc(C(F)(F)F)ccc4c32)cc1Cl
5: Cc1cc(C)c(NC(=O)CSc2nc3ccncc3[nH]2)c(C)c1
6: Cc1ccc(CN2CCN(Cc3nc4ccccc4nc3C)CC2CCO)cc1 (configuration not stated)
assay / compound,1,2,3,4,5,6
OXTR ag,-2.3,nt,6.5,-0.6,0.3,-0.1
CHO parental Ca,-19,nt,-12,-16,-7,-3
V1R ag counter,-1.5,nt,0.9,-0.8,0.6,0.9
TAAR1 antag,-12,2,-4,24,1,-15
M1 PAM,6,10,3,16,-7,-3
CHRM1 antagonist,-8,-9,-5,-7,13,-6
M1 ag,-3,-1,-5,7,0,-9
TAAR1 agonist,5,1,1,1,0,-1
OXTR potentiate,-8,nt,-18,-7,-5,-5

Whole records, quoted from the list. Order of values: OXTR ag, CHO parental Ca, V1R ag counter, TAAR1 antag, M1 PAM, CHRM1 antagonist, M1 ag, TAAR1 agonist, OXTR potentiate
`Cc1cc(C)c(NC(=O)CSc2nc3ccncc3[nH]2)c(C)c1` in the list: 0.3, -7, 0.6, 1, -7, 13, 0, 0, -5
`Cc1ccc(CN2CCN(Cc3nc4ccccc4nc3C)CC2CCO)cc1` (configuration not stated) in the list: -0.1, -3, 0.9, -15, -3, -6, -9, -1, -5
`Brc1cc(Cc2nnc(-c3ccccc3)o2)c(Br)s1` in the list: -2.3, -19, -1.5, -12, 6, -8, -3, 5, -8
`Nc1c(Cl)cc(C2=NCCn3nc4cc(C(F)(F)F)ccc4c32)cc1Cl` in the list: -0.6, -16, -0.8, 24, 16, -7, 7, 1, -7

Next section
7: CCCc1[nH]nc2c1C(c1ccc(O)cc1OCC)C(C#N)=C(N)O2 (configuration not stated)
8: O=Cc1cn(CCOc2ccc(F)cc2)c2ccccc12
9: O=c1c(-c2ccccc2)coc2cc(O)ccc12
10: C#CCOCCOCCOCCNc1nc(N2CCN(C(=O)[C@H]([C@@H](C)CC)n3cc([C@@H](N)Cc4ccc(O)cc4)nn3)CC2)nc(N2CCN(C(=O)[C@H](Cc3ccc(O)cc3)n3cc([C@@H](N)C(C)CC)nn3)CC2)n1 (some centres not stated)
11: Cc1cc(CC(C)C)n(-c2nc3ccccc3c(=O)n2OCc2ccccc2)n1
12: CCc1nc2oc3ccccc3c(=O)c2c(=O)n1Cc1ccc(OC)cc1
assay / compound,7,8,9,10,11,12
OXTR ag,1.2,nt,0.4,0.8,-0.7,-1.9
CHO parental Ca,-6,nt,-2,0,-13,-5
V1R ag counter,0.9,nt,1.4,2.2,-0.5,-1.6
TAAR1 antag,-18,20,-24,16,-10,3
M1 PAM,1,0,8,12,2,9
CHRM1 antagonist,-10,7,-11,-9,-9,-12
M1 ag,-2,0,3,-10,-5,-5
TAAR1 agonist,16,9,2,4,8,12
OXTR potentiate,-10,nt,-8,0,6,-2

13: NS(=O)(=O)c1ccc(NC(=O)c2ccc(F)cc2F)c(NC(=O)c2ccc(F)cc2F)c1
14: O=C1NC2(CCCCC2)C(=O)N1Cc1cc(=O)n2ccsc2n1
15: NC(=O)C(c1cccc(Cl)c1)c1ncc(C(F)(F)F)cc1Cl (configuration not stated)
16: O=c1oc(-c2ccccc2)nc2sc3c(c12)CCCC3
17: CCOC(=O)C1CCN(C(c2cc3cc(C)cc(C)c3[nH]c2=O)c2nnnn2C2CCCCC2)CC1 (configuration not stated)
18: Cc1ccc(NC(=O)CSc2nnc([C@@H]3CCCN3C(=O)OC(C)(C)C)o2)c(C)c1
assay / compound,13,14,15,16,17,18
OXTR ag,0.8,-0.3,0.0,-0.4,0.8,-1.8
CHO parental Ca,-8,-6,-2,-19,-7,-20
V1R ag counter,0.8,-0.3,0.7,-0.1,0.8,-1.3
TAAR1 antag,-5,4,1,-17,7,5
M1 PAM,7,15,9,12,4,4
CHRM1 antagonist,-13,-14,-3,-13,3,-6
M1 ag,-1,1,-1,1,-1,-3
TAAR1 agonist,10,5,4,3,0,-2
OXTR potentiate,-5,-9,-6,-1,-4,-10

19: CCOc1ccc(NC(=O)CN(C)C(=O)CSCc2cccc(C)c2)cc1OCC
20: Cc1cc(C(=O)NC2CC(C)(C)Cc3c2cnn3-c2cccc(F)c2)n(C)n1 (configuration not stated)
21: COc1ccc(OC)c(NC(=O)CSc2nnnn2-c2ccc3c(c2)OCO3)c1
22: C=CCN1C(=O)CSc2ccc(C(=O)NCc3ccco3)cc21
23: COc1cccc2sc(Nc3nnc(-c4cccs4)o3)nc12
24: Cc1cc(C)cc(NC(=O)COC(=O)CNC(=O)C2CCCCC2)c1
assay / compound,19,20,21,22,23,24
OXTR ag,-2.5,-2.2,1.0,-0.1,6.5,-2.5
CHO parental Ca,-17,0,-14,-18,5,-14
V1R ag counter,-0.5,-0.3,1.1,-0.2,5.9,0.5
TAAR1 antag,25,-25,12,23,10,-29
M1 PAM,-1,3,-2,5,6,10
CHRM1 antagonist,3,-4,-22,-6,-1,-14
M1 ag,-4,-4,2,-6,0,-4
TAAR1 agonist,-1,-1,9,7,15,21
OXTR potentiate,-6,-4,-5,-3,-14,0

25: Clc1ccc2[nH]c3c(N4CCC5(CC4)OCCO5)ncnc3c2c1
26: Cc1cc(NC(=O)c2cc(C(C)(C)C)oc2C)no1
27: O=C(Nc1cccc(F)c1)C1CCN(C(=O)NCc2ccccc2)CC1
28: Cc1ccc(S(=O)(=O)Nc2ccccc2C(=O)N2CCN(C)CC2)cc1
29: Cc1cc(=O)oc2cc(OCC(=O)NCC3CCC(C(=O)O)CC3)ccc12 (configuration not stated)
30: CCS(=O)(=O)c1ccc2oc(SCC(=O)Nc3ccc(OC)c(OC)c3)nc2c1
assay / compound,25,26,27,28,29,30
OXTR ag,14,-1.7,0.5,0.1,0.1,0.6
CHO parental Ca,31,-10,-1,-5,1,-5
V1R ag counter,13,-1.6,1.4,-0.3,0.4,-0.3
TAAR1 antag,nt,-36,8,-8,-5,-10
M1 PAM,nt,11,12,6,3,8
CHRM1 antagonist,nt,-9,-9,-10,-1,-3
M1 ag,nt,-2,1,-4,-1,-1
TAAR1 agonist,nt,5,-2,0,1,0
OXTR potentiate,-24,5,-3,-5,-5,-5

31: CCc1ccc(/C=C2/C(=O)N(c3ccccc3)C(=S)N2CC(=O)OC)s1
32: COc1ccc(C(=O)NNc2ccccc2)cc1
33: Cc1cccc(N2CCN(C(=O)c3ccc(NS(=O)(=O)c4c(C)noc4C)cc3)CC2)c1C
34: CN(C)c1ccc(-c2noc(-c3ccccc3O)n2)cc1
35: COC(=O)CC1C(=O)NCCN1C(=S)NC(=O)c1sc2ccccc2c1Cl (configuration not stated)
36: CCOc1ccc(C(c2c(O)nc(SC)n(C)c2=O)c2c(O)nc(SC)n(C)c2=O)cc1
assay / compound,31,32,33,34,35,36
OXTR ag,-1.2,-0.9,1.1,1.8,-1.1,-0.6
CHO parental Ca,-3,1,-17,-3,-7,-8
V1R ag counter,-0.3,0.4,2.2,1.1,-0.5,0.0
TAAR1 antag,-22,-12,15,3,-14,3
M1 PAM,2,-5,1,5,4,-2
CHRM1 antagonist,-6,0,-2,-10,-10,-5
M1 ag,-6,1,-3,-2,-4,-2
TAAR1 agonist,2,0,-1,2,4,11
OXTR potentiate,-3,-9,-16,2,-17,5

37: CC[C@@]12C(=O)N(c3ccc(C)cc3)C(=O)N1[C@H](c1ccc(Br)cc1)[C@@H]1C(=O)N(C(C)(C)C)C(=O)[C@@H]12
38: N#C/C(=C\c1cccn1S(=O)(=O)c1cccc(C#N)c1)S(=O)(=O)c1ccc(F)cc1
39: CCOC(=O)Cc1csc(N/C(=N/S(=O)(=O)c2ccc(F)cc2F)c2ccccc2)n1
40: Cn1c(=O)[nH]c(=O)c2[nH]c(CN3CCN(C(=O)c4ccco4)CC3)nc21
41: CCCc1nc2sc3c(c2c(=O)[nH]1)CCCC3
42: N#Cc1nc(COc2ccccc2)oc1N1CCN(Cc2ccccc2)CC1
assay / compound,37,38,39,40,41,42
OXTR ag,1.4,nt,-0.8,0.7,-0.9,-1.0
CHO parental Ca,-32,nt,-8,9,-13,-12
V1R ag counter,0.1,nt,0.5,-0.5,-0.5,1.0
TAAR1 antag,-12,-16,-14,-30,-5,7
M1 PAM,16,4,0,10,9,5
CHRM1 antagonist,-21,-16,-3,-3,-6,3
M1 ag,-5,-9,-3,-1,-6,-5
TAAR1 agonist,5,6,2,10,-1,7
OXTR potentiate,6,nt,-4,-10,-2,-12

43: Cc1ccc(C)c(NC(=O)CSc2ncnc3nc[nH]c23)c1
44: Cc1cc(C)nc(NC(=O)c2ccc([N+](=O)[O-])c(C)c2)n1
45: CC(C)(C)NC(=O)CSc1nc2ccc(NC(=O)CSc3nnc(N)s3)cc2s1
46: O=C(CSc1nc2ccccc2s1)Nc1ccc(N2CCOCC2)c(Cl)c1
47: O=C(CCNS(=O)(=O)c1ccc(Cl)cc1)N1CCC2(O)CCCCC2C1 (configuration not stated)
assay / compound,43,44,45,46,47
OXTR ag,-0.3,-0.4,0.2,4.9,1.2
CHO parental Ca,-5,-3,3,-5,-12
V1R ag counter,0.1,0.0,1.6,5.8,1.5
TAAR1 antag,9,17,8,3,-14
M1 PAM,-6,13,0,-5,1
CHRM1 antagonist,-2,-19,0,3,-22
M1 ag,-3,3,-5,-3,-1
TAAR1 agonist,4,5,3,2,6
OXTR potentiate,-4,-13,-1,-15,-5
